All columns: NCI-60 one-dose screen, growth in % after 48 h at 10 µM unless noted; 100 = growth as untreated, 0 = no growth, -100 = all killed.
M14: M14 melanoma; 6.2% of 80,000 active; AID 1794745
UACC-62: UACC-62 melanoma. 5.4% of 81,000 active. AID 1794756
EKVX: EKVX NSCLC | 3% of 71,000 active | AID 1794765
A549/ATCC: A549/ATCC NSCLC; 3.7% of 81,000 active
MALME-3M: MALME-3M melanoma | 5.8% of 78,000 active | AID 1794766
UACC-257: UACC-257 melanoma. AID 1794764. 4.4% of 78,000 active
HOP-62: HOP-62 NSCLC; 3.9% of 80,000 active; AID 1794735
HOP-92: HOP-92 NSCLC cells. 6.3% of 71,000 active. AID 1794738
An asterisk follows results filed as active; x = not tested or not shown; & = joins results of further samples. How the source made its calls: active means growth percent below 10; inactive means the rest.

SMILES	M14	UACC-62	EKVX	A549/ATCC	MALME-3M	UACC-257	HOP-62	HOP-92
COc1ccc(NC(=O)CC[C@H](NC(=O)OC(C)(C)C)C(=O)OC(C)(C)C)cc1C(=O)Nc1cccc(C2CC(=O)c3c(cc(OC)c(OC)c3OC)O2)c1 (stereo partly drawn)	104	63	97	93	95	108	94	100
O=C(Nc1ccccc1Cl)c1ccccc1Cl	104	104	112	104	106	113	100	90
CCC1(c2ccccc2)SCC(c2ccccc2)=NC1=O (stereo not drawn)	99	78	69	83	x	101	100	60
CN(C1c2ccccc2Oc2ccccc21)S(=O)(=O)c1cc(Br)ccc1Br	79	65	89	78	79	83	75	62
COc1cccc(-c2nc3sccn3c2/C=C/C(=O)c2ccc(C(F)(F)F)cc2)c1	85	66	94	85	104	74	100	66
COCCn1cc(-c2nc(-c3cc4cccnc4n3C)cs2)c2ccccc21	24	46	20	29	71	49	53	44
COc1cc(C#N)c(NC(=S)N2CCN(C(=O)c3ccco3)CC2)cc1OC	108	98	x	96	90	x	100	123
NCCN1C(=O)CSC1=O	105	94	106	97	96	98	94	104
CCCCCCCCCCCCCCCCCCCCCC(=O)OCC(F)(F)C(F)(F)C(F)(F)C(F)(F)C(F)(F)C(F)(F)C(F)(F)C(F)(F)C(F)(F)C(F)F	92	89	x	106	105	96	94	110
COc1ccc(NC(=O)Cn2c(/C=C/c3ccccc3)nc3ccccc3c2=O)cc1	96	87	109	71	90	98	83	x

Part of the list above in a different format:
SMILES | M14 | UACC-62 | EKVX | A549/ATCC | MALME-3M | UACC-257 | HOP-62 | HOP-92
O=C(Nc1ccccc1Cl)c1ccccc1Cl | 104 | 104 | 112 | 104 | 106 | 113 | 100 | 90
CCC1(c2ccccc2)SCC(c2ccccc2)=NC1=O (stereo not drawn) | 99 | 78 | 69 | 83 | x | 101 | 100 | 60
CN(C1c2ccccc2Oc2ccccc21)S(=O)(=O)c1cc(Br)ccc1Br | 79 | 65 | 89 | 78 | 79 | 83 | 75 | 62
COc1cccc(-c2nc3sccn3c2/C=C/C(=O)c2ccc(C(F)(F)F)cc2)c1 | 85 | 66 | 94 | 85 | 104 | 74 | 100 | 66
COCCn1cc(-c2nc(-c3cc4cccnc4n3C)cs2)c2ccccc21 | 24 | 46 | 20 | 29 | 71 | 49 | 53 | 44
COc1cc(C#N)c(NC(=S)N2CCN(C(=O)c3ccco3)CC2)cc1OC | 108 | 98 | x | 96 | 90 | x | 100 | 123

Continuation.
SMILES	M14	UACC-62	EKVX	A549/ATCC	MALME-3M	UACC-257	HOP-62	HOP-92
NC1(c2nc3ccc4[nH]ncc4c3c3c2CCCC3)CC1	97	63	94	86	80	92	64	59
CCCCN1C=C/C(=C\C(=O)n2ccc3ccccc32)c2ccccc21	98	72	61	101	90	101	101	68
N#Cc1cc([C@@H]2Nc3cc4[nH]ncc4cc3[C@H]3C4CCC(C4)[C@@H]23)ccc1F (stereo partly drawn)	102	81	91	92	103	97	92	81
[O-][n+]1onc(C23CC4CC(CC(C4)C2)C3)c1SCc1ccccc1	95	72	104	89	82	x	99	80
COc1cc(CNC(=O)/C=C/c2ccccc2)ccc1OCc1cn(-c2ccccc2[N+](=O)[O-])nn1	102	85	101	104	98	103	94	100
NC(=O)c1c(NC(=O)COC(=O)C2COc3ccccc3O2)sc2c1CCCC2 (stereo not drawn)	109	93	101	98	134	x	99	63
CCc1ccc(NC(C)=O)cc1	106	102	113	101	123	115	98	30
CN(C)c1ccc(N(C)C)c(C(O)(c2ccccc2)c2ccccc2)c1	92	73	x	98	85	87	106	76
COc1ccc(-c2nc(SCCC(C)C)nc(N3CCN(C)CC3)c2C#N)cc1	95	91	79	86	106	91	69	65
CCOC(=O)c1c(C)[nH]c(/C=N/NC(N)=O)c1C	108	84	81	77	117	75	82	77
C=CCN1C(=O)c2cccc3c(-c4ccc(-c5nc6c7ccccc7c7ccccc7c6[nH]5)cc4)ccc(c23)C1=O	x	103	98	93	106	100	124	79
CCOC(=O)c1c[nH]c2cc(C(F)(F)F)ccc2c1=O	100	74	x	91	78	91	89	x
COc1cc(Cn2c(-c3ccccc3)cc3c2-c2oncc2CC3)cc(OC)c1	0.8*	32	44	23	x	55	61	49
COc1cc(C(=O)NCCc2ccc3c(c2)OCO3)cc(OC)c1OC	105	94	124	96	97	94	97	76
CC(C)(C)[C@@H](OCc1cn([C@H]2C[C@@H](O)[C@@H](CO)O2)c(=O)[nH]c1=O)c1ccc(C#Cc2ccccc2)cc1[N+](=O)[O-]	78	87	89	76	89	94	90	85
COc1cc(CNC(=O)[C@]23CCC(C)(C)CC2C2=CCC4[C@@]5(C)CCC(OC(C)=O)C(C)(C)C5CC[C@@]4(C)[C@]2(C)CC3)ccc1OCc1cn(-c2ccc(Cl)cc2Cl)nn1 (stereo partly drawn)	98	81	87	93	99	89	105	116
COc1cc(/C=C2\SC(N3CCCCC3)=NC2=O)ccc1OCCCCCCOc1ccc(/C=C2\SC(N3CCCCC3)=NC2=O)cc1OC	13	18	31	x	5.6*	-1.0*	6.6*	32
Cn1cnc2c(=O)[nH]c(=O)[nH]c21	99	103	102	x	103	x	87	87
CC(=O)OC(OC(C)=O)c1ccc([N+](=O)[O-])cc1	97	100	97	89	112	87	97	87
Nc1ncnc2c1ncn2C1OC(COP(=O)(O)OP(=O)(O)OP(=O)(O)O)C(O)C1O (stereo not drawn)	103	95	118	95	125	81	92	85
COC(=O)[C@]1(Cc2ccccc2)[C@H](C)C(=O)N1[C@@H](C(=O)NC(C)(C)C)c1ccc(OC)cc1	88	88	93	84	95	84	88	84
C=C(C)C(=O)N(C)c1cccc(Br)c1C	92	96	100	91	99	87	96	90
O=C1c2c(O)ccc(O)c2C(=O)c2c(O)c(O)cc(O)c21	x	100	104	111	134	118	94	56
CCOC(=O)/C=C/c1sc(-c2ccc(C)cc2)cc1N	80	61	74	78	82	98	86	93
O=C(/C=C1\C=CN(CCCF)c2ccccc21)n1ccc2ccccc21	98	83	80	98	100	102	97	91
O=C(Nc1ccc(N2CCOCC2)cc1)c1cncnc1Nc1ccc2c(ccn2Cc2cccc(F)c2)c1	100	80	98	80	103	103	105	78
Cc1ccccc1C(c1ccccc1Cl)N(C)C (stereo not drawn)	97	88	116	105	98	108	114	83
COC(=O)[C@]12CC[C@@H](C)[C@H](C)[C@@H]1C1=CC[C@@H]3[C@@]4(C)C(C#N)=CC(C)=C4CC[C@@]3(C)[C@]1(C)CC2	77	69	93	92	88	x	113	92
CCN(CC)c1ccc(/C=N/NC(=O)c2ccc(NS(C)(=O)=O)cc2)cc1	0.1*	12	22	30	16	-4.5*	17	80
CCSc1nc(-c2ccc(OCc3ccccc3)cc2)c(C#N)c(=O)[nH]1	100	65	85	80	110	97	77	x

One compound at a time, from the list above. Values in the order: M14 | UACC-62 | EKVX | A549/ATCC | MALME-3M | UACC-257 | HOP-62 | HOP-92
O=C(/C=C1\C=CN(CCCF)c2ccccc21)n1ccc2ccccc21 across the screens: 98 | 83 | 80 | 98 | 100 | 102 | 97 | 91
CCN(CC)c1ccc(/C=N/NC(=O)c2ccc(NS(C)(=O)=O)cc2)cc1 across the screens: 0.1* | 12 | 22 | 30 | 16 | -4.5* | 17 | 80

(listing goes on)
SMILES	M14	UACC-62	EKVX	A549/ATCC	MALME-3M	UACC-257	HOP-62	HOP-92
CCOC(=O)c1cc(OCC)c(OCC)c(OCC)c1N	105	95	x	94	112	97	95	102
Cc1c(O)c(=O)ccn1-c1ccc(N)cc1	104	99	95	106	107	112	109	112
COc1ccccc1NC(=O)N/C(N)=N/c1nc2ccccc2s1	8.2*	31	53	25	58	75	33	62
CCOC(=O)C1=C(CSC(=S)N2CCCCC2)N(C)C(=O)NC1c1ccccc1 (stereo not drawn)	91	73	x	72	89	91	85	83
CCOC(=O)CC[C@H](NC(=O)c1ccc(NC)c2ccccc12)C(=O)OCC	99	90	89	90	114	86	94	92
OCCc1nc2ccccc2[nH]1	x	101	97	89	92	97	110	x
CCC(CN(C(=O)c1ccc([N+](=O)[O-])cc1)C1CCCCC1)OC(=O)c1ccc([N+](=O)[O-])cc1 (stereo not drawn)	71	51	x	57	74	79	73	21
O=c1c(OCc2ccccc2)cccn1Cc1ccccc1	101	98	x	95	93	97	104	90
O=C(CSc1cc[n+](CCCCCF)c2ccccc12)n1ccc2ccccc21	98	89	98	107	101	106	94	95
O=P(Cc1ccccc1)(Cc1ccccc1)c1ccccc1	92&93	87&92	99	102&93	97&88	105&95	98	112&129
O=C1OC(=O)c2ccc(-c3ccc4ncn(C5CCCCC5)c4c3)c3cccc1c23	93	92	97	106	95	100	95	92
S=C(NNC(=S)Nc1ccc(Cl)cc1)Nc1ccc(Cl)cc1	84	82	92	88	80	101	95	113
C=CCn1c(SCC(=O)Nc2ccc(/C(C)=N/O)cc2)nnc1-c1cc(-c2ccc(S(N)(=O)=O)cc2)nc2ccccc12	93	70	92	110	89	93	84	72
CCNc1cc(-c2cccc(OC(F)(F)F)c2)nc2ccc(N3CCCC3)cc12	7.9*	51	17	10	-32*	11	-10*	-6.3*
O=C(NO)c1ccc(Cn2c3c(c4cc(F)ccc42)S(=O)(=O)CC3)cc1	94	100	96	87	97	96	85	97
COc1ccc(S(=O)(=O)N2CCN(S(=O)(=O)c3oc(-c4ccc(C)cc4)nc3C#N)CC2)cc1	88	85	110	101	91	106	113	115
COc1cc(CNC(=O)[C@]23CCC(C)(C)CC2C2=CCC4[C@@]5(C)CCC(OC(C)=O)C(C)(C)C5CC[C@@]4(C)[C@]2(C)CC3)ccc1OCc1cn(-c2ccc(C#N)cc2)nn1 (stereo partly drawn)	98	88	96	88	102	90	94	106
C[C@@H]1[C@H]2[C@H](C=C3[C@@H]4CC[C@H]5Cc6nc7c(nc6C[C@]5(C)[C@H]4C[C@@H](O)[C@@]32C)C[C@@H]2CC[C@H]3C4=C[C@@H]5O[C@@]6(CC[C@](C)(CO)O6)[C@@H](C)[C@@]5(O)[C@@]4(C)[C@H](O)C[C@@H]3[C@@]2(C)C7)O[C@]12CCC(C)(C)O2	8.3*	-0.3*	22	13	39	27	-25*	-4.7*
O=c1/c(=C/c2ccc(Cl)cc2Cl)sc2nc(-c3ccccc3)nn12	104	89	111	108	136	112	121	104
CC1(CO)CCCC12OCCO2 (stereo not drawn)	106	100	x	101	113	100	100	120
O=C(O)c1ccccc1Cl	105&107	104&100	101&104	90&101	109&106	96&106	103&98	122&105
C=C(C)[C@@H]1CC[C@]2(C(=O)O)CC[C@]3(C)[C@H](CC[C@@H]4[C@@]5(C)C[C@@H](Cc6cn(C7OC(CO)C(O)C(O)C7O)nn6)[C@H](O)C(C)(C)[C@@H]5CC[C@]43C)[C@@H]12 (stereo partly drawn)	102	105	102	82	108	77	100	89
Fc1ccc(/C=N\N=C(N/N=C/c2ccc(F)cc2)N/N=C/c2ccc(F)cc2)cc1	85	96	106	85	87	100	95	x
CCCCC(CC)CCC(CC(C)C)NC(=S)NC(CCC(CC)CCCC)CC(C)C (stereo not drawn)	101	91	x	83	106	x	98	42
Nc1ccc(C2=NNC(=O)Cc3cc4c(cc32)OCCO4)c(Cl)c1	111	101	108	99	102	107	100	x
CNC(=O)OCC1CC=CCC1 (stereo not drawn)	104	93	126	104	114	108	96	80
CC(=O)O[C@H]1CC[C@@]2(C)C(=CC[C@@H]3[C@@H]2CC[C@]2(C)c4nc5ccccc5nc4C(=O)C[C@@H]32)C1	76	68	94	93	80	91	95	86
O=c1oc2c(Br)cc(Br)cc2cc1-c1cc(-c2ccc(-c3cc(-c4cc5cc(Br)cc(Br)c5oc4=O)nc(-c4cc5cc(Br)cc(Br)c5oc4=O)c3)cc2)cc(-c2cc3cc(Br)cc(Br)c3oc2=O)n1	107	102	105	105	93	109	104	108
Cn1nc(-c2ccccc2)c(C#N)c1Nc1ccccc1	116	84	115	92	120	101	100	87
NS(=O)(=O)c1ccc(Nc2nc(N/N=C/c3ccccn3)nc(Nc3ccccc3)n2)cc1	x	-49*	13	35	-68*	-18*	-29*	-47*
CCOC(=O)c1ccc2c(c1)[n+](=O)c(C(=O)Nc1ccccc1)c(C)n2[O-]	97	82	83	90	103	79	115	80
COC(=O)c1ccc(-c2c(-c3ccccc3)c(-c3ccccc3)c3c(N)c(C(=O)OC)oc3c2F)cc1	112	73	91	77	103	119	85	71
COc1cccc(C(=O)Nc2ccc(-c3nc4ccccc4[nH]3)cc2)c1	86	87	x	96	80	96	96	65
COC1CC(N)C(O)C(C)O1 (stereo not drawn)	106	112	x	91	109	90	106	108
COc1ccc2[nH]cc(-c3nnc(N)nc3-c3c[nH]c4ccc(OC)cc34)c2c1	99	89	94	104	100	105	103	94
CN1CCCC1=O	111	97	92	125	109	x	100	99
O=C(O)c1cc2ccccc2s1	110	107	106	104	130	105	97	90
CC(C)(C)n1cc(-c2ccnc(NCCNS(=O)(=O)c3ccc(Cl)cc3)c2)c(-c2cccc(O)c2)n1	63	72	60	52	64	65	85	72
O=C(O)c1cccc(F)n1	112	102	111	83	112	93	102	106
O=C(NC(Cc1ccccc1)C(=O)O)OCc1ccccc1 (stereo not drawn)	107&101	94&99	95	105&111	91&104	96&99	100	91
Cc1cc(C(=O)Nc2ccccc2C(F)(F)F)c(C)o1	98	102	89	101	107	101	100	100
Cc1ccc(C(=O)C2CC2)cc1C	102	95	107	106	x	109	97	84
O=C(O)c1cc(-n2c(O)c(C=C3N=c4ccccc4=N3)sc2=S)ccc1O	95	93	104	102	92	100	103	100
COc1ccc(-c2cc(/C=C/C(=O)c3ccc(N)cc3)[nH]n2)cc1OC	84	71	x	32	109	126	55	33
COc1ccc(-c2nc3cc(C(=O)NCc4ccccc4)ccc3n2C2CCCCC2)cc1	78	91	46	74	102	97	90	93

Screens: PubChem BioAssay, NCI

Not a hit list; any-hit rate near 10%.
